# Compound activity deposited in PubChem BioAssay by National Center for Advancing Translational Sciences (NCATS).
# Pol beta inh – inhibitors of human DNA polymerase beta. 340,000 compounds, 1.3% hits. Pol beta primer extension/strand displacement, fluorescence kinetic. P06746. Potency, µM (top dose mostly 114 µM), inactives show at the top dose activity change, negative = inhibition, actives largely listed as inhibitors; further: potency means the concentration at half of the fitted maximal effect; on the % scale 0 is the no-effect control and ±100 the full control effect
#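 Homogeneous kinetic assay of primer extension and strand displacement by 10 nM Pol beta, preincubated 15 min at room temperature with compound before 50 nM substrate (final) was added. Read at 0 and 10 min; four-parameter Hill fit.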
# Pol eta inh – blocks human DNA polymerase eta activity; Q9Y253; recombinant Pol eta, fluorescent DNA replication assay; Potency, µM (doses to about 114 µM), for inactives: at the highest dose activity change, negative = inhibition, usual class: inhibitors; 390,000 compounds, 1.2% hits; AID 588591; further: potency means the concentration at half of the fitted maximal effect; on the % scale 0 is the no-effect control and ±100 the full control effect
#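 Pol eta (10 nM) was preincubated with compounds for 15 min at room temperature, after which fluorescent replication substrate (50 nM final) was added to start the reaction. Fluorescence was read kinetically at 0 and 10 min.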
# ERG Ets-DNA blk – blocks human ERG Ets domain binding to DNA. P11308. fluorescence polarization, His-ERG Ets domain / labelled DNA. Potency, µM (series often up to 76.9 µM), without a hit: top-dose FP activity, negative = inhibition, most hits filed as inhibitors. 370,000 compounds, 0.028% hits; active means well fitted inhibition curve with a large enough effect in the polarisation, with a control signal flat; inconclusive means small, poorly fitted or top-dose-only effect, or effect the other way, or a change in a side signal; inactive means no such curve, though single readings can be large or run the other way; the % refers to the polarisation;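 further: polarization taken with two DNA probes labelled with fluorescein and Texas red; potency means the concentration at half of the fitted maximal effect; % of control where 0% means no effect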
#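 His-tagged ERG Ets domain (1 uM in the protein solution; 300mM KCl, 50mM Tris-HCl, 1mM EDTA, 1mM DTT, pH 7.5) received compound, then a probe mix of 5 nM fluorescein-DNA and 100nM Texas-615-DNA. Fluorescence polarization was read for both dyes.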
# Anesthetic bind – binds horse apoferritin like a general anesthetic; apoferritin/1-aminoanthracene competitive binding, fluorescence; Potency, µM (top dose mostly 77.5 µM), for the others: at the top dose activity change, negative = displacement, usual class: inhibitors; 350,000 compounds, 0.074% hits; AID 485281; further: potency means the concentration at half of the fitted maximal effect; on the % scale 0 is the no-effect control and ±100 the full control effect; nearly all actives have a fitted effect of over 20% in size
#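 Probe: 1-aminoanthracene (50% saturated, PBS). Protein: horse-spleen apoferritin, 10 uM. Incubation: 10 min, room temperature. Detection: 380 nm excitation, 535 nm emission. Analysis: normalized response, four-parameter Hill.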
# APE1 inh – inhibitors of human APE1 endonuclease; 350,000 compounds, 0.35% hits; Potency, µM (doses to about 65.8 µM), for inactives: at the top dose activity change, negative = inhibition, actives largely listed as inhibitors; P27695; AID 2517; recombinant APE1, TAMRA/BHQ-2 abasic DNA cleavage fluorescence;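 further: potency means the concentration at half of the fitted maximal effect; plate controls were vehicle for no effect and reference inhibitor for full effect; nearly all actives have a fitted effect of over 55% in size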
#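 Kinetic fluorescence read (525 ex/598 em nm, three reads 60 s apart) of AP-site incision; signal = third minus first read. Enzyme 0.75 nM, dual-labelled THF duplex 50 nM, compound preincubation 15 min RT.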
# RGS4 inh – inhibitors of human regulator of G protein signaling 4 | P49798 | Transcreener GDP fluorescence polarization, RGS4-accelerated GTP hydrolysis | Potency, µM (top dose mostly 114 µM), for inactives: at the top dose activity change, negative = inhibition, hits mostly inhibitors | 390,000 compounds, 0.039% hits | AID 504845; further: potency means the concentration at half of the fitted maximal effect; on the % scale 0 is the no-effect control and ±100 the full control effect; nearly all actives have a fitted effect of over 75% in size; some results filed as inactive show a strong effect at the top dose
# Target sequence (P49798 whole entry, looked up): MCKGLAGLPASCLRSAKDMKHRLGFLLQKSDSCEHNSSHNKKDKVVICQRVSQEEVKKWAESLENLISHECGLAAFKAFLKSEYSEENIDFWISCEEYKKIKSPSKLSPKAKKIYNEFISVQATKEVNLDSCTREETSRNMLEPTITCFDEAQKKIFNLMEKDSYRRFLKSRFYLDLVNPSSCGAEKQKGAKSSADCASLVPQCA
#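 MLSMR compounds (23 nl, pin-transferred) preincubated 10 min at room temperature with a 500nM (2x) first reagent, then RGS4 at 900nM (2x) plus Transcreener GDP mix added; fluorescence polarization (620/688 nm) read before and after 90 min at 30 °C.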
# 12-LOX inh – ALOX12 (human) lipoxygenase inhibition. 580,000 compounds, 1.1% hits. P18054. Potency, µM (titrated, usually from 108 µM), without a hit: top-dose activity change, negative = inhibition, most hits filed as inhibitors. purified 12hLO, xylenol orange hydroperoxide absorbance; further: potency means the concentration at half of the fitted maximal effect; on the % scale 0 is the no-effect control and ±100 the full control effect
#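 Purified human 12hLO at 150 nM in 25 mM Hepes, 0.01% Triton X-100, pH 7.0, preincubated 15 min at room temperature with compound. Reaction started with 40 uM arachidonic acid, 30 min at room temperature. Hydroperoxide measured by Fe-xylenol orange, 573/405 nm absorbance ratio.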
# Pol kappa inh – blocks human DNA polymerase kappa activity; Q9UBT6; purified Pol kappa, fluorescent DNA synthesis assay, 10 min; Potency, µM (series often up to 107 µM), for the others: at the top dose activity, negative = inhibition, usual class: inhibitors; 400,000 compounds, 0.53% hits; further: potency means the concentration at half of the fitted maximal effect; on the % scale 0 is the no-effect control and ±100 the full control effect
# Target sequence (Q9UBT6 whole entry, looked up): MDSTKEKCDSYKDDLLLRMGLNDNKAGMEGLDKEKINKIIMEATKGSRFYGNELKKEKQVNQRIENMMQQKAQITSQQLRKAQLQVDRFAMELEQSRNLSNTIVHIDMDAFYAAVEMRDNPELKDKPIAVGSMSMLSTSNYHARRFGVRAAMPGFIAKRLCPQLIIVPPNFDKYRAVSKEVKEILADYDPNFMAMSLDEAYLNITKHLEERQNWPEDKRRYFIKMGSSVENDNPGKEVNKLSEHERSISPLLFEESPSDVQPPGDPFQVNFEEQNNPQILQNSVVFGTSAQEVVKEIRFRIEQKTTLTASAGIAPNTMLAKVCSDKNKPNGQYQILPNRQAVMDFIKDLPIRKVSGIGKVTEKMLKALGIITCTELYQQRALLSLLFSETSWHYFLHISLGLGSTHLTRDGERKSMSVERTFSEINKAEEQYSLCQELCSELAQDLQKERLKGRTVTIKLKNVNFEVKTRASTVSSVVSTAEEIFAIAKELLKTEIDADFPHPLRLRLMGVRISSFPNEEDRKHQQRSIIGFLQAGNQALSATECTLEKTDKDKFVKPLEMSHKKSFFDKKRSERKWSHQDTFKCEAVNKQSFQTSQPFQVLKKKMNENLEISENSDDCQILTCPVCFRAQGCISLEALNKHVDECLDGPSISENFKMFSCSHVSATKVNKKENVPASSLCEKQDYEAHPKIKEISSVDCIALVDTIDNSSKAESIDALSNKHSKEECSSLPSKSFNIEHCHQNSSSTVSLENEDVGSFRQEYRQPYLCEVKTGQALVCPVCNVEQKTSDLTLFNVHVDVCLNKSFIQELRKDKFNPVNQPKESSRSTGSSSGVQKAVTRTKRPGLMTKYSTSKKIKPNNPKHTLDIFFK
#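 Activity was followed as the change in fluorescence between reads at 0 and 10 min after starting the reaction with 50 nM substrate. Beforehand, 10 nM polymerase had been preincubated with compound for 15 min at room temperature.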
# LDHA block – LDHA (human) enzyme inhibition; P00338; purified LDHA, NADH/diaphorase-resazurin fluorescence; hits give low values; activity change, % (values are at about 110 or 230 µM); 480,000 compounds, 0.15% hits; in the data active means activity change below about -30%; inconclusive means mostly about -25% to -30%;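 further: plate controls were DMSO wells for no effect and wells without enzyme for full effect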
#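 Remaining NADH was detected by diaphorase (0.133 mg/mL) converting 37 µM resazurin to fluorescent resorufin, read at 0 and 20 minutes. The preceding 5-minute room-temperature reaction used 2 nM LDHA, 0.2 mM sodium pyruvate and 0.06 mM NADH at pH 7.4.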
# Active calls of the source: *; ? = inconclusive; . = not tested or not shown; & = joins results of further samples; [ ] = dose if it differs, or a comment. Unless noted, the call rests on the fitted dose curve; in most records, active means well fitted curve in the direction sought with a large enough effect; inconclusive means small, poorly fitted or top-dose-only effect, or another doubt; inactive means no such curve, though single readings can be large; an effect the other way counts as inactive or inconclusive. These rows are one share of the data. The share of hits here may be higher or lower than overall.
SMILES,Pol beta inh,Pol eta inh,ERG Ets-DNA blk,Anesthetic bind,APE1 inh,RGS4 inh,12-LOX inh,Pol kappa inh,LDHA block
COc1ccc(S(=O)(=O)N2CCC(C(=O)NC3(C)CCS(=O)(=O)C3)CC2)cc1OC (stereo not given),.,-11.9%,10.5%,.,-9.6%,24.8%,-23.3%,1.0%,-10.0
CCc1ccc(OC)c(-c2csc(N)n2)c1,30.1%,-4.0%,-7.3%,-8.8%,0.0%,-8.1%,-7.2%,-13.1%,-2.4
CS(=O)(=O)c1ccc(NC(=O)CN2C(=O)C3CCCCC3C2=O)cc1 (stereo not given),-1.5%,-3.2%,-4.2%,-3.0%,8.1%,23.1%,203.6%[activator],-11.4%,-5.5
O=S1(=O)c2ccccc2OC(COCc2ccccc2)CN1Cc1ccccc1 (stereo not given),.,-4.5%,10.4%,.,-11.1%,21.1%,-4.1%,-3.4%,-1.4
CCCCN(CC)C(=O)Cc1ccccc1OC,3.8%,-5.6%,2.7%,?,-2.2%,-4.7%,-15.6%,-7.2%,-0.2
Cc1sc2nc(SCC(=O)NCCCO)n(-c3ccccc3)c(=O)c2c1C,-24.7%,-19.5%,-3.2%,-2.4%,40.7%,3.7%,36.6%[activator],-8.3%,-9.1
CC(=C/c1ccccc1)/C=N/n1c(C)n[nH]c1=S,-16.5%,-2.4%,9.7%,-15.7%,-7.6%,-21.3%,-26.1%,-6.0%,1.5
COC(=O)C1C(=O)NCC1c1ccc(OC)cc1 (stereo not given),-0.8%,-13.8%,0.9%,-12.5%,3.0%,13.9%,0.6%,5.7%,-3.2
CCOC(=O)CNC(=O)N1CCC(CCOc2ccccc2)(C(=O)OCC)CC1,37.3%,-10.6%,-3.2%,-8.0%,-9.7%,-23.4%,-42.3%,0.7%,-0.1
N#Cc1nc(-c2cccs2)oc1N1CCOCC1,-0.3%,-17.5%,0.3%,20.2%,1.8%,-27.6%,11.7%,0.0%,-3.0
CCOc1ccc(-n2c(SCc3cc(=O)oc4cc(C)c(C(C)C)cc34)nnc2-c2cccnc2)cc1,29.5%,-3.4%,-2.5%,?,13.9%,3.2%,-5.2%,-5.6%,-10.1
COc1ccc(CNC(=O)CS(=O)Cc2nc(-c3cccc(C)c3)oc2C)cc1 (stereo not given),17.6%,-15.0%,7.3%,-14.7%,.,-16.5%,-5.9%&-16.8%,0.8%,-0.5&-0.1
COc1ccc(Cl)cc1-c1nc(SCC(=O)NC(C)C)n[nH]1,2.2%,-5.4%,-4.7%,-6.8%,1.5%,-1.2%,2.4%,4.3%,0.4
COc1ccc(OCC(=O)NNC(=O)c2ccc3c(=O)n4c(nc3c2)CCC4)cc1,-0.6%,-11.3%,-8.0%,-3.0%,-16.8%,5.9%,6.9%,-16.0%,1.5
CCOc1ccc(CNc2nc3nc(C)c(Cc4ccccc4)c(=O)n3[nH]2)cc1,7.2%,-6.6%,-0.1%,-4.4%,.,-5.0%,-0.2%,0.4%,-5.0
CCOCc1nnc(NC(=O)c2cc(Cl)ccc2OC)s1,1.2%,0.1%,-2.2%,-15.5%,?,3.8%,?,-4.8%,-4.6
CC(=O)N1CCN(c2csc3ccc(Cl)cc3c2=O)CC1,3.2%,-16.5%,4.1%,9.8%,.,?,3.5%,-4.4%[60.1 µM],-1.5
O=CN(CCNc1ccccc1)c1ccccc1,.,-2.0%,18.0%,.,.,-36.0%,-19.5%,-16.5%,1.2
C[C@H](CO)N1C[C@H](C)[C@@H](CN(C)Cc2ccc(Oc3ccccc3)cc2)Oc2ccc(NC(=O)Cn3cnnn3)cc2C1=O,.,-15.5%,-14.4%,.,11.7%,8.4%,2.3%,6.3%,1.4
CCOc1cc(C(=O)Nc2cc(C)ccc2OC)ccc1OCC(=O)N1CCCCC1,18.8%,-8.9%,.,-0.2%,5.1%,14.4%,0.8%,-21.2%,-3.6
COc1ccc2c(c1)CCc1cn3ncc(C#N)c3nc1-2,2.6%,-19.3%,14.6%,134.2%[activator],0.6%,-17.4%,-1.4%,4.8%,2.2
CSCCC(NC(=O)c1ccccc1Cl)C(=O)N1CCCCC1 (stereo not given),.,1.6%,7.9%,.,-1.3%,22.0%,17.3%,-9.0%,-6.2
O=C1CS(=O)(=O)C2(C(=O)N(Cc3cccc(F)c3)c3ccccc32)N1c1ccccc1 (stereo not given),-0.6%,-1.7%,0.1%,6.8%,.,-22.3%,-28.6%,-5.5%,-2.1
Cn1c(=O)c2c(nc(NC3CCCCC3)n2CC(O)COc2ccccc2)n(C)c1=O (stereo not given),1.5%,-2.6%,-6.6%,-10.4%,0.9%,23.3%,1.0%,-17.0%,1.1
COc1ccccc1N1C(=O)c2cccc3c(C(=O)O)ccc(c23)C1=O,3.7%,-11.9%,-0.3%,-2.8%,12.3%,?,-6.0%,-9.1%,-6.0
CCOc1ccc(NC(=O)c2ncn(-c3ccccc3)n2)cc1,2.6%,3.8%,1.4%,?,.,-3.3%,-20.5%,23.2%,-2.6
O=C(O)c1ccc2c(c1)C(=O)N(CCc1c[nH]c3ccccc13)C2=O,1.4%,2.2%,4.1%,-12.7%,14.4%,5.7%,0.0%,-12.4%,-7.7
Cc1cccc2sc(N(Cc3cccnc3)C(=O)C3CCCCC3)nc12,-15.2%,-17.2%,-0.9%,-0.9%,.,-10.9%,-29.8%,-5.9%[60.1 µM],7.5
O=C(NC(=S)Nc1ccccc1N1CCN(C(=O)c2ccccc2)CC1)c1cccs1,1.5%,-10.5%,4.6%,-9.3%,-3.9%,1.2%,15.8µM*,-23.8%,-3.2
O=C(O)c1cc(S(=O)(=O)N2CCCCC2)ccc1F,88.5%,-5.3%,-3.7%,-9.6%,1.8%,-0.4%,0.0%,-5.3%,0.8
O=C(C1CCCN(S(=O)(=O)c2ccc(F)cc2)C1)N(Cc1cccs1)C1CC1 (stereo not given),1.6%,-2.8%,-2.2%,-22.9%,-7.0%,-1.0%,0.0%,-14.8%,-3.2
COc1ccc(/C=N/NC(=S)Nc2cc(S(=O)(=O)N3CCOCC3)ccc2N2CCOCC2)cc1O,0.5%,-24.9%,1.9%,87.1%[activator],-4.1%,-34.6%,?,-16.2%,-1.5
Cc1cc(C)c2c(N)c(C(=O)Nc3ccc([N+](=O)[O-])cc3)sc2n1,-14.9%,2.9%,1.9%,1.7%,-4.9%,-6.7%,7.4%,-18.6%,-3.8
FC(F)(F)c1nc(SCc2ccc(Cl)cc2Cl)n[nH]1,1.8%,-1.8%,-3.0%,4.6%,2.6%,17.8%,?,-18.4%,-6.9
Cn1c(-c2ccc(F)cc2)cnc1SCC(=O)NNC(=O)Cc1ccccc1,27.9%,-10.1%,-8.2%,-7.7%,5.6%,-2.2%,2.3%,4.0%,2.5
C=CCn1c(SCCOc2ccc(OC)cc2)nnc1C(C)NC(=O)c1ccc(OC)cc1 (stereo not given),-5.1%,-3.4%,-7.8%,1.3%,3.4%,-11.0%,23.4%,-14.8%,-8.0
COc1ccc(C(=O)NCCn2cc(SCc3cccc(F)c3)c3ccccc32)cc1OC,29.7%,-9.1%,3.0%,66.4%[activator],.,10.4%,-25.4%,0.4%,-1.2
Cc1ccc(NC2=C(NCCO)C(=O)c3ccccc3C2=O)cc1,-11.5%,-11.6%,-7.1%,-0.2%,?,-0.6%,?,-18.2%,28.6
CN(C)C(CNC(=O)c1ccc(NC(=O)c2cccs2)cc1)c1ccccc1 (stereo not given),14.3%,-9.4%,12.5%,1.2%,8.2%,4.5%,-7.0%,5.9%,-9.3
COc1ccc(C(C(=O)NC2CCCC2)N(C(=O)c2snc(C(N)=O)c2N)c2cccc(O)c2)cc1 (stereo not given),39.8µM*,22.4µM*,2.0%,0.1%,-14.0%,-0.5%,.,79.4µM*,15.2
Cc1ccccc1NC(=O)CCc1c(C)nn(-c2ccc(N3CCOCC3)nn2)c1C,19.4%,-9.5%,9.3%,17.0%,77.4%[activator],8.4%[11.4 µM],3.4%,15.6%,1.7
CCCCNC(=O)c1cnn2c(C)c(Cc3c(F)cccc3Cl)c(C)nc12,4.6%,-15.2%,8.4%,28.8%,.,-53.0%,-24.1%,-1.8%[60.1 µM],4.6
Cc1cccc(NC(=O)C2CC(=O)n3cnnc3S2)c1 (stereo not given),-4.5%,-2.5%,6.2%,-23.8%,-1.8%,-30.3%,?,-22.2%,-0.7
Cc1cccc(N(CC(=O)NCc2ccco2)C(=O)CNS(=O)(=O)c2ccc(F)cc2)c1,28.8%,-16.7%,-0.7%,-4.4%,7.8%,1.4%,-3.3%,-6.4%,0.1
O=C(c1cnn(C(=O)c2ccc(O)cc2)c1)c1ccccc1O,19.5%,.,.,-8.4%,0.8%,.,-25.8%,.,.
O=S(=O)(c1cccs1)N1CCN(Cc2cccc(F)c2)CC1,3.1%,-19.2%,4.2%,-13.9%,-11.0%,13.6%,6.3%,-0.7%,0.3
